TPT1 inh – C. albicans TPT1 enzyme inhibition; recombinant caTPT1, FP RNA substrate dephosphorylation; inhibition, % at 5 µM; 0.81% of 300,000 active; AID 1962;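 active = inhibition above the mean of all tested compounds plus 3 SD, set per screening campaign, cut at about 24% in these data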;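 note: plate controls were DMSO alone for no effect and ferristatin control at 100 nM for full effect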
HCV core dimer – blocks dimerization of HCV core protein. TR-FRET GST/Flag-core106 dimerization, 1536-well. inhibition, % at 5 µM. 0.33% of 300,000 active. AID 1899;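 active = inhibition above the mean of all tested compounds plus 3 SD, set per screening campaign, cut at about 45% in these data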
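test system = GST/Flag-tagged HCV core106 proteins | probe or stimulus = Eu donor and XL665 acceptor anti-tag antibodies | times = compound-protein-antibody incubation 4 h at 22.5 °C | signal = TR-FRET, excitation 340 nm, emission 617 and 671 nm | measure = percent inhibition of core106 dimerization signal | controls = wells lacking GST-core106 and wells with excess unlabelled core106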
Yeast superoxide – lowers age-related superoxide in aged yeast cells | 0.18% of 330,000 active | superoxide response (% of plate mean), % at 10 µM | S. cerevisiae aged cells, superoxide DHE fluorescence; stronger effect = lower value;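 active = superoxide response under a set limit, about three screen SD below normal, cut at about 65% in these data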;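 note: yeast aged for seven days with compound at 30 °C before DHE staining; 100% = average MFI of all compound-treated wells on the plate with controls excluded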
EBNA-1 inhibitor – blocks EBNA-1 binding to DNA; EBNA-1 DNA binding, fluorescence polarization; inhibition, % at 14.8 µM; 0.34% of 300,000 active; AID 1950; in the data active = inhibition above about 28%
PP1 inh – counter-screen for PP5 inhibitors: inhibitors of human PP1-alpha | 0.9% of 320,000 active | inhibition, % at 6.7 µM | P62136 | purified PP1alpha, OMFP fluorescence;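 active = inhibition above the mean inhibition of all tested compounds plus 3 SD, computed separately for each screening campaign, cut at about 15% in these data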
Target sequence (P62136 whole entry, looked up): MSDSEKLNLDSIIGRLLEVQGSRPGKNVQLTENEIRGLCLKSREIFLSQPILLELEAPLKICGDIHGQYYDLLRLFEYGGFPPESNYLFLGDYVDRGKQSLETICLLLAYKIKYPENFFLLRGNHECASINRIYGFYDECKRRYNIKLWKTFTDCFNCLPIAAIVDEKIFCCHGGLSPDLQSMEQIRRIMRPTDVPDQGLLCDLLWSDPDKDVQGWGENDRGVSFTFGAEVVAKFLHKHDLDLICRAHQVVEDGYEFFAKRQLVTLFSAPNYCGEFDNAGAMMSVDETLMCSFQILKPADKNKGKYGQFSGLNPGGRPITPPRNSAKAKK
ZTA DNA inh – blocks Epstein-Barr virus ZTA, an EBNA-1 counter-screen. AID 2234. ZTA-DNA binding, fluorescence polarization. P03206. inhibition, % at 11 µM. 0.15% of 320,000 active; in the data active = inhibition above about 33%
Target sequence (P03206 whole entry, looked up): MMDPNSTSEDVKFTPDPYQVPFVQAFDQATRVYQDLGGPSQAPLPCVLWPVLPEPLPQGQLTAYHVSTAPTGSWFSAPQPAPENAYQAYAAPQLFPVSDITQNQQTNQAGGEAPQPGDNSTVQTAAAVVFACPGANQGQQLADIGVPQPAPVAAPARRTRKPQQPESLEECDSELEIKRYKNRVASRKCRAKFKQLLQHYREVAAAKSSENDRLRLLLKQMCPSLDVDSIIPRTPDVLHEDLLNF
CTSL1 counter – blocks F. hepatica cathepsin L1 in PFM18AAP counter-screen; recombinant F. hepatica cathepsin L1, Z-Leu-Arg-MCA fluorescence; inhibition, % at 5.96 µM; 0.49% of 300,000 active; AID 1906;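 active = inhibition above the mean of all tested compounds plus 3 SD, set per screening campaign, cut at about 17% in these data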;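 note: 0% = plate median of test compound wells and 100% = 1 µM Z-Phe-Ala-diazomethylketone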
PP5 primary – PP5 (human) phosphatase inhibition; purified PP5c, OMFP substrate fluorescence; inhibition, % at 6.7 µM; 0.18% of 320,000 active;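 active = inhibition above the campaign's mean inhibition across all tested compounds plus 3 SD, cut at about 9.5% in these data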;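 note: 0% = DMSO only and 100% = 100 µM cantharidin control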
Target sequence (P53041 whole entry, looked up): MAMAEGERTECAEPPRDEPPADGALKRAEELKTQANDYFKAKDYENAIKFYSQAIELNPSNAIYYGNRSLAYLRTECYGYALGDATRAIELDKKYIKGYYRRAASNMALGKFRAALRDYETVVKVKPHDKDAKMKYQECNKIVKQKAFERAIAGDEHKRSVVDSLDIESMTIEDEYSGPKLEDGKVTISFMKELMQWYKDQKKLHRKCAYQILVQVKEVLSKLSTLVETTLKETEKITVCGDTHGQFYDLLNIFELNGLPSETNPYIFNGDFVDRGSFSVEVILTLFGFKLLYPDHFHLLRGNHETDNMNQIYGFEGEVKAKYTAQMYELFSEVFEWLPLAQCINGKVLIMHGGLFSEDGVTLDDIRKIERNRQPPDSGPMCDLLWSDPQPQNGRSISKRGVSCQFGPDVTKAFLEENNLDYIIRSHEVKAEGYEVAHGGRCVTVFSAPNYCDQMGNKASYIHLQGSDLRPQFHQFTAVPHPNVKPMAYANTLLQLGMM
GASC-1 inh – blocks human GASC-1 demethylase activity; GST-JMJD2C(1-420) H3K9me3 demethylation, DELFIA europium; 0.069% of 330,000 active; inhibition, % at 2.35 µM; Q9H3R0;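 active = more than half of a compound's replicate wells show inhibition beyond 50%, single wells judged on their own value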;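 note: signal counts dimethyl H3K9 product captured on neutravidin plate; 0% = median of DMSO wells and 100% = 0.3 times that DMSO median; strong numbers were not always called active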
Starred values were filed as active, the others as inactive; · = no result given; & = joins results of further samples.

SMILES | TPT1 inh | HCV core dimer | Yeast superoxide | EBNA-1 inhibitor | PP1 inh | ZTA DNA inh | CTSL1 counter | PP5 primary | GASC-1 inh
FC(F)(F)c1ccc(N2CCN(c3ncnc4c3nnn4Cc3ccccc3)CC2)nc1 | -3.1 | 1.4 | 101.3 | -1.6 | -1.1 | 4.0 | -1.4 | -0.8 | 7.3
O=C(COc1ccc2ccccc2c1)Nc1nc2ccccc2[nH]1 | -8.5 | 1.8 | 108.1 | 14.6 | 4.2 | 6.1 | 2.5 | -1.2 | 7.9
Cc1nc(N2N=C3/C(=C/c4ccc(F)cc4)CCCC3C2c2ccc(F)cc2)sc1C(=O)N(C)C (configuration not stated) | 18.6 | 13.7 | 84.3 | -0.4 | 4.5 | 4.3 | 1.7 | 2.2 | -3.7
CC1CCCC(C)N1C(=O)Cn1c(SCC(=O)Nc2ccc3c(c2)OCO3)nc2ccccc21 (configuration not stated) | -2.3 | 2.1 | 94.0 | 2.2 | -1.6 | -2.1 | 0.6 | 0.5 | 10.3&14.3
CCC(=O)c1ccc(OCC(=O)OCC(=O)NCCCc2ccccc2)cc1 | 2.1 | -1.9 | 105.5 | 11.6 | -3.5 | 2.2 | -8.8 | -0.4 | -0.5
CC[C@H](C)C(C(=O)N1CCN(C(=O)OC(C)(C)C)CC1)n1cc(C(CO)NC(=O)OC(C)(C)C)nn1 (some centres not stated) | 0.6 | -15.8 | 97.2 | -4.0 | -10.2 | -10.0 | 7.2 | -3.7 | 1.3
CCCc1cc(=O)[nH]c(SCCOc2ccc(OCC)cc2)n1 | -2.3 | 8.7 | 115.7 | -11.9 | -1.9 | -2.5 | 1.0 | 2.9 | -17.7
Cc1c(Br)cc(C(=O)OC2CCN(C)CC2)c(C)c1C | 0.1 | 1.6 | 91.7 | 0.8 | -1.4 | -1.1 | 5.6 | -2.1 | 2.9
COc1cccc(NC(=O)CS(=O)(=O)c2cn(CC(=O)N3CCOCC3)c3ccccc23)c1 | -1.9 | -4.0 | 98.0 | 0.9 | -1.4 | 1.0 | -1.1 | 2.2 | 4.8
O=C(Nc1ccccc1O)c1cc2cc(Br)ccc2oc1=O | 2.2 | 5.0 | 110.2 | -2.4 | 3.0 | 6.1 | 7.0 | -2.0 | 5.3
O=C(Nc1nc2ccc(F)cc2s1)C1=COCCO1 | 0.9 | 3.6 | 96.8 | -1.3 | 1.9 | -11.7 | 9.8 | 0.0 | -338.9
CCN1C(=O)/C(=C2\C=Cc3ccccc3N2CC)SC1=S | -1.6 | -21.6 | 123.2 | 2.8 | 0.2 | -1.3 | 1.4 | 0.4 | -2.2
CSc1ccccc1NC(=O)Nc1ccccc1Cl | 3.6 | -3.5 | 105.6 | -5.3 | -2.8 | -0.4 | -1.0 | 1.2 | 29.9
Cc1cc(-c2[nH]nc3c2C(c2cccc(O)c2)C(C#N)=C(N)O3)c(C)s1 (configuration not stated) | -1.2 | 2.1 | 83.2 | -4.5 | 0.5 | -17.7 | -2.4 | 3.0 | 0.5
CN1CCN(CC(=O)Nc2nc3ccccc3s2)CC1 | -0.2 | 0.2 | 96.5 | 4.4 | 0.4 | -1.0 | 0.3 | 1.6 | -2.7
COc1ccc(CCNS(=O)(=O)c2ccc(N3CCCC3=O)cc2)cc1 | 0.1 | 2.6 | 145.2 | -5.0 | -1.4 | 1.4 | -2.4 | -0.6 | -18.3
Cc1oc2cc3oc(=O)c(CC(=O)NCCCC(=O)O)c(C)c3cc2c1C | -2.1 | 2.0 | 84.0 | 5.4 | -0.2 | -15.7 | 0.6 | -1.1 | -3.8
OC(CNC1CCCC1)COc1c(F)cc(Br)cc1F (configuration not stated) | 1.7 | -3.4 | 109.1 | 5.7 | 1.1 | 4.9 | 1.6 | 3.8 | 0.4
O=C(CSc1nnc(NC(=O)c2ccc3c(c2)OCO3)s1)NCc1ccco1 | 2.7 | 3.8 | 121.4 | -5.2 | 6.6 | 1.0 | -0.1 | -0.5 | ·
C=CCN(CC=C)Cc1ccc(C(=O)OC)o1 | -4.7 | -3.8 | 89.1 | -1.2 | -1.3 | -5.0 | -2.5 | 1.3 | 8.3
COc1ccc(-c2noc(-c3ccccc3C(=O)NCC3CCCO3)n2)cc1 (configuration not stated) | -0.3 | -0.6 | 110.6 | -3.0 | -1.2 | -2.2 | -2.3 | -0.9 | -2.7
COc1ccc(N/N=C(/C(C)=O)N2CCCc3ccccc32)cc1 | -2.0 | -4.7 | 86.4 | -3.2 | -0.2 | -1.8 | 5.5 | 1.9 | -1.8
CCCCc1cc(=O)oc2cc(C)cc(OCC(=O)N3C[C@H]4C[C@@H](C3)c3cccc(=O)n3C4)c12 | 0.5 | -1.3 | 92.2 | -6.6 | -5.3 | -19.2 | 2.8 | 1.7 | 22.2
Cn1c(=O)c(C(=O)CN2CCc3ccccc32)c(N)n(Cc2ccccc2)c1=O | -23.2 | 42.5 | 88.9 | 10.9 | 21.6* | -3.4 | -0.8 | 1.5 | -28.2
COc1ccccc1NC(=S)N(Cc1ccc(C)cc1)Cc1ccccn1 | 0.5 | 2.6 | 100.6 | 2.1 | -1.5 | 4.1 | -4.1 | 2.5 | 109.3
O=C(COc1ccccc1-c1ccccc1)N/N=C/c1ccncc1 | 0.2 | 2.8 | 126.5 | 10.1 | 2.3 | 4.3 | -0.2 | 3.0 | 1.5
CCOC(=O)C1CCN(c2nc3cc(OC)ccc3cc2C#N)CC1 | -9.2 | 32.9 | 102.4 | 3.4 | 2.9 | -19.3 | 1.2 | 1.5 | -14.9
Cc1ccc(/C=C/C(O)=C2/C(=O)N(C)C3(C)CC2c2ccccc2O3)cc1 (configuration not stated) | -4.7 | 10.1 | 103.5 | 4.0 | -1.1 | -3.7 | -3.5 | 4.2 | 2.8
Cc1[nH]n(C2=NCCS2)c(=O)c1N=Nc1cccc(C(F)(F)F)c1 | -4.4 | -7.5 | 70.2 | 3.0 | 4.7 | -11.5 | 1.0 | 1.6 | 12.3
Cc1cc(=O)oc2cc(OCC(O)CN3CCN(c4ccc(F)cc4)CC3)ccc12 (configuration not stated) | -1.8 | -4.6 | 95.9 | -0.9 | -0.5 | 3.5 | 2.2 | -0.1 | 8.4&3.4

Two entries from above, as a markdown table:
| compound | TPT1 inh | HCV core dimer | Yeast superoxide | EBNA-1 inhibitor | PP1 inh | ZTA DNA inh | CTSL1 counter | PP5 primary | GASC-1 inh |
| --- | --- | --- | --- | --- | --- | --- | --- | --- | --- |
| C=CCN(CC=C)Cc1ccc(C(=O)OC)o1 | -4.7 | -3.8 | 89.1 | -1.2 | -1.3 | -5.0 | -2.5 | 1.3 | 8.3 |
| COc1ccc(-c2noc(-c3ccccc3C(=O)NCC3CCCO3)n2)cc1 (configuration not stated) | -0.3 | -0.6 | 110.6 | -3.0 | -1.2 | -2.2 | -2.3 | -0.9 | -2.7 |

(continued)
SMILES | TPT1 inh | HCV core dimer | Yeast superoxide | EBNA-1 inhibitor | PP1 inh | ZTA DNA inh | CTSL1 counter | PP5 primary | GASC-1 inh
COc1cnc(-c2ccccn2)nc1NC(C)C | 1.7 | -1.8 | 100.0 | 6.4 | 3.7 | -12.8 | 2.9 | 1.1 | -17.9
C/C(N)=C(/C#N)C(=O)CSc1nnnn1-c1ccccc1 | 1.5 | 7.1 | 99.4 | 2.9 | -0.5 | 8.0 | -0.7 | 0.9 | 0.6
Cc1ccc(S(=O)(=O)C2(C(=O)NC3CCCC3)CC2)cc1 | -5.1 | -1.3 | 99.2 | 1.2 | -0.5 | -3.8 | -3.1 | 1.1 | 3.6
O=C(Cn1nc(C(=O)O)c2ccccc2c1=O)Nc1ccc(Br)cc1 | -5.1 | -8.8 | 96.3 | -6.7 | 7.2 | -6.2 | -4.7 | -3.9 | -3.2
COc1ccc(S(=O)(=O)CC(=O)Nc2ccccc2Cl)cc1 | 3.2 | -2.2 | 100.1 | -6.8 | -2.8 | 5.4 | -1.5 | 2.8 | 1.3
Nc1c(NCCN2CCOCC2)c2ccccc2oc1=O | -10.5 | -3.0 | 105.5 | -8.5 | 3.4 | -10.4 | 0.6 | 2.6 | -1.3
CCSc1nc2sc3c(c2c(=O)n1CC)CC(C)(C)OC3 | 1.5 | 5.8 | 90.0 | -0.7 | -1.0 | 11.4 | 5.9 | 1.2 | -7.2
S=C1NCCOCCOCCOCCNC(=S)NCCOCCOCCOCCN1 | -2.6 | -3.9 | 108.9 | -4.4 | 0.0 | 2.6 | 0.2 | 2.4 | -6.1
CN1CCN(CCNC(=O)Nc2ccc([N+](=O)[O-])cc2)CC1 | -1.0 | -2.9 | 97.5 | 2.3 | -2.7 | -4.8 | 2.9 | -1.7 | 12.8
COc1ccc(S(=O)(=O)N2CCCC2CNC(=O)C(=O)Nc2ccc(C)cc2)cc1 (configuration not stated) | 2.5 | 5.4 | 86.7 | 3.3 | -3.7 | 15.5 | 1.3 | -2.3 | -1.3
CCOc1ccccc1CN1CCN(Cc2cc3ccccc3[nH]2)CC1CCO (configuration not stated) | 3.0 | -0.3 | 104.2 | 12.9 | 3.4 | 4.9 | -2.1 | 3.6 | 3.0
Cn1c(SCC(=O)N2c3ccccc3Sc3ccc(Cl)cc32)nnc1-c1ccco1 | -0.4 | 1.5 | 127.5 | 0.8 | 1.5 | -2.2 | -1.5 | 4.1 | -0.4
CC(C)(C)n1ncc2c(=O)n(CC(=O)Nc3ccc4c(c3)OCCO4)cnc21 | -1.3 | -1.6 | 90.3 | 7.5 | 0.1 | 4.7 | 3.2 | 0.0 | -0.4
O=C(O)c1cccc2c1-c1ccccc1/C2=N\Nc1ccccc1 | -1.9 | -13.0 | 115.7 | 12.7 | 1.1 | 2.7 | 3.1 | -0.9 | 8.7
CCN(CC(=O)Nc1ccc(OC)cc1)C(=O)c1ccccc1Sc1ccccc1C#N | -4.3 | 1.0 | 102.5 | -5.8 | -2.8 | -1.8 | -7.8 | -2.2 | -2.0
Clc1ccc(CN2CCN(/N=C/c3ccco3)CC2)cc1 | 2.4 | 2.2 | 90.5 | -3.9 | 1.5 | 9.0 | 8.4 | -0.3 | -7.3
Cc1cc(C)n2nc(SCn3nnc4ccccc4c3=O)nc2n1 | 0.7 | 10.6 | 99.9 | 2.7 | -2.2 | -5.6 | 2.3 | 0.9 | 3.9
CCn1c(CNC(=O)c2ccco2)nnc1SCC(=O)c1ccccc1 | 0.4 | -1.4 | 137.4 | 0.5 | 1.1 | 5.7 | 4.4 | -0.5 | 5.0
Cc1sc2cc3c(c(C(=O)c4ccccc4)[n+]2c1C)-c1cccc2cccc-3c12 | -1.9 | -4.0 | 100.4 | 1.9 | 6.9 | -0.5 | 1.7 | 1.9 | 7.1
O=C(N/N=C/c1cc2cc3c(cc2nc1Cl)OCO3)c1ccncc1 | 2.0 | -8.0 | 95.3 | -1.2 | -2.1 | -1.1 | 8.3 | -1.0 | -1.9
O=C(NCCc1ccccc1F)c1ccc2c(c1)OCCO2 | -4.0 | 1.1 | 85.1 | 3.4 | -3.2 | 3.4 | 2.3 | -0.1 | 0.1
O=C(NCc1ccc2c(c1)OCO2)C1CCN(c2ccc(S(=O)(=O)N3CCCC3)cc2)CC1 | 3.2 | 4.1 | 105.6 | -5.1 | -0.2 | -15.5 | -1.9 | 1.4 | -1.9

Part of the list above in order of number of heavy atoms, smallest number first.
SMILES | TPT1 inh | HCV core dimer | Yeast superoxide | EBNA-1 inhibitor | PP1 inh | ZTA DNA inh | CTSL1 counter | PP5 primary | GASC-1 inh
O=C(NCCc1ccccc1F)c1ccc2c(c1)OCCO2 | -4.0 | 1.1 | 85.1 | 3.4 | -3.2 | 3.4 | 2.3 | -0.1 | 0.1
Cc1cc(C)n2nc(SCn3nnc4ccccc4c3=O)nc2n1 | 0.7 | 10.6 | 99.9 | 2.7 | -2.2 | -5.6 | 2.3 | 0.9 | 3.9
CCn1c(CNC(=O)c2ccco2)nnc1SCC(=O)c1ccccc1 | 0.4 | -1.4 | 137.4 | 0.5 | 1.1 | 5.7 | 4.4 | -0.5 | 5.0

Assay outcomes from PubChem BioAssay.
